# From PubChem
# MCL1-BIM inh – inhibitors of MCL1 binding to BIM-BH3, primary screen, biochemical, fluorescence polarization. Induced myeloid leukemia cell differentiation protein Mcl-1 (Homo sapiens), Q07820. GST-MCL1 / FITC-Bim-BH3 fluorescence polarization. inhibition, % at 10.9 µM. actives 0.68% (n = 320,000). AID 2057, 2009;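 active = inhibition above the mean inhibition of all tested compounds plus 3 SD, set per campaign, cut at about 40% in these data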;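 note: 0% = DMSO wells and 100% = unlabeled Bim-BH3 peptide control; higher means more loss of mP so more displacement of Bim peptide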
# Target sequence (Q07820 whole entry, looked up): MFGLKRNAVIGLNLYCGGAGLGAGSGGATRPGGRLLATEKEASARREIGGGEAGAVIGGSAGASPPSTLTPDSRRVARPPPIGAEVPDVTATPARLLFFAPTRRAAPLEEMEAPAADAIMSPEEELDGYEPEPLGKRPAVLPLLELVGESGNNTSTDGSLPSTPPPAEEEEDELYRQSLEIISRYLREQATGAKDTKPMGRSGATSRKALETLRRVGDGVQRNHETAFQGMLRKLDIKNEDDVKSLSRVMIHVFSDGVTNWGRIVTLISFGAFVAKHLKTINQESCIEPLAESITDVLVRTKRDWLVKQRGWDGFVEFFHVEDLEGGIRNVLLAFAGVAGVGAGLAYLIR
# Fam108B counter – mouse Fam108B serine hydrolase inhibitors, primary screen, counter-screen for RBBP9 inhibitor project, biochemical, fluorescence polarization; actives 0.33% (n = 300,000); inhibition, % at 9.51 µM; recombinant Fam108B, FP-Rh probe fluorescence polarization;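 active = inhibition above the screen mean inhibition plus 3 SD, computed separately per campaign, cut at about 18% in these data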;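 note: inhibitors lower polarization as less probe binds the enzyme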
# MEX-5 binding – MEX-5 zinc finger RNA-binding disruptors – biochemical, C. elegans, fluorescence polarization, MLPCN library, primary screen; Zinc finger protein mex-5 (Caenorhabditis elegans), Q9XUB2; MEX-5/FITC-TCR2 RNA binding; hits give low values; activity score (negative = inhibition of binding), % at 10 µM; actives 0.38% (n = 300,000);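 active = inhibition past about -25% in most replicates, and total fluorescence under double the plate's negative control median, limit read from the data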;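 note: 0% = DMSO and -100% = 5 µM competing unlabeled TCR2 RNA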
# ZTA counter – blocks Epstein-Barr virus ZTA, an EBNA-1 counter-screen; P03206; ZTA-DNA binding, fluorescence polarization; inhibition, % at 11 µM; actives 0.15% (n = 320,000); AID 2234; in the data active = inhibition above about 33%
# Target sequence (P03206 whole entry, looked up): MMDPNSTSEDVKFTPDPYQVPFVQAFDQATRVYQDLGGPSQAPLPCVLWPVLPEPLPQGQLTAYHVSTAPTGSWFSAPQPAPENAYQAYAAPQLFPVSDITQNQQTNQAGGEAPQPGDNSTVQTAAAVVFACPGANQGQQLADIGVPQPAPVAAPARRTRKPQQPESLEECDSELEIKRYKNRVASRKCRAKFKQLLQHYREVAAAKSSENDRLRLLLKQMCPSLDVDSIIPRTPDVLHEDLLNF
# EBNA-1 inh – EBNA-1 DNA-binding inhibitors, primary screen, biochemical, fluorescence polarization | inhibition, % at 14.8 µM | actives 0.34% (n = 300,000) | AID 1950, 2009; in the data active = inhibition above about 28%
# GLD-1 RNA inh – GLD-1/TGE RNA complex disruptors, primary screen, biochemical, fluorescence polarization. inhibition, % at 5.96 µM. purified GLD-1 + fluorescein TGE RNA. AID 2280, 2010. Female germline-specific tumor suppressor gld-1 (Caenorhabditis elegans), Q17339. actives 0.44% (n = 320,000);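 active = percent inhibition above a per-plate cutoff, the plate mean of test compounds plus 3 SD, cut at about 30% in these data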;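 note: 0% = DMSO wells with GLD-1 and probe and 100% = wells lacking GLD-1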
# Target sequence (Q17339 whole entry, looked up): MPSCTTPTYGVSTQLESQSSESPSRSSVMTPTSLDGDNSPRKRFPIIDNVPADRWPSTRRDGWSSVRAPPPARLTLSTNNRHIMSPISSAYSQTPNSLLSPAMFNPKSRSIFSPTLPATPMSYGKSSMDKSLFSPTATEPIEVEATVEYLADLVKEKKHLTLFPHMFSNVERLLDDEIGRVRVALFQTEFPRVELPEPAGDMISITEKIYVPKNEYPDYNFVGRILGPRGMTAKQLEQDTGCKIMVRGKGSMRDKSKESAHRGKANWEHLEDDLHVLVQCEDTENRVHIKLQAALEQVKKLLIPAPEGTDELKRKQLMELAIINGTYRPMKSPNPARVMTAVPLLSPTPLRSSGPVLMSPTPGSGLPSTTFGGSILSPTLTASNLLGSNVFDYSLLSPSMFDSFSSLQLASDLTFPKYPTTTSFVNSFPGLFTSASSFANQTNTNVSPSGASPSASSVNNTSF
# CR mimetic SO – reduction of superoxide in aged yeast, primary screen, HTS | S. cerevisiae aged cells, superoxide DHE fluorescence; hits give low values | actives 0.18% (n = 330,000) | superoxide response (% of plate mean), % at 10 µM | AID 2690, 2010;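 active = superoxide response under a set limit, about three screen SD below normal, cut at about 65% in these data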;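 note: yeast aged for seven days with compound at 30 °C before DHE staining; 100% = average MFI of all compound-treated wells on the plate with controls excluded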
# BCLXL inh – inhibitors of human Bcl-xL, primary screen, biochemical, fluorescence polarization, HTS | GST-Bcl-xL / FITC-Bim BH3 peptide fluorescence polarization | Bcl-2-like protein 1 (Homo sapiens), Q07817 | actives 0.7% (n = 320,000) | inhibition, % at 10.9 µM;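 active = inhibition above the mean of all tested compounds plus 3 SD, cutoff set per campaign, cut at about 30% in these data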;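 note: 0% = DMSO wells and 100% = unlabeled Bim-BH3 peptide competitor; inhibitors lower millipolarization by displacing the labeled peptide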
# Efflux pump mplx – inhibitors of Candida efflux pumps in yeast, primary screen, S. cerevisiae, Nile Red, multiplex | S. cerevisiae Candida pump triplex | inhibition, % at 10 µM | actives 0.44% (n = 330,000) | AID 485275, 2010;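 active = plate passing quality check with inhibition over a set limit, or well fluorescence over plate mean plus 4 SD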;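 note: Nile Red retained in pooled yeast measured as flow cytometry median fluorescence; 0% = buffer negative control and 100% = Enniatin B positive control; higher means more Nile Red kept so more efflux inhibition; some compounds called inactive have numbers as strong as hits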
# Active calls of the source: *; x = not tested or not shown; + = active, no number.
nr	compound	MCL1-BIM inh	Fam108B counter	MEX-5 binding	ZTA counter	EBNA-1 inh	GLD-1 RNA inh	CR mimetic SO	BCLXL inh	Efflux pump mplx
1	CCOC(=O)CSc1nnc(Cc2ccccc2)n1Cc1ccco1	-7	-1	-1.1	3	-1	0	105	-3	-0.1
2	CC1=C/C(=N\OS(=O)(=O)c2ccccc2)C(C)=CC1=O	5	0	x	-1	-2	4	92	5	0.0
3	COc1ccc(-c2csc(NC(C)c3nc4cc(Cl)c(Cl)cc4n3CCOCCO)n2)cc1 (stereo not drawn)	12	5	4.6	-9	3	-4	112	7	-0.1
4	Cc1c(N)cc(N)cc1C(=O)O	166*	1	-49*	1	13	128*	100	145*	0.4
5	O=C(N/C(=N\O)c1ccccc1)Nc1ccc(Cl)cc1	-2	0	x	21	7	5	100	-2	0.2
6	COC(=O)[C@H](Cc1ccccc1)NC(=O)N1CCCCC1C (stereo partly drawn)	4	1	0.1	-6	13	10	93	2	-0.2
7	Cc1c(/C=N\NC(=O)C2COc3ccccc3O2)c2ccccc2n1C (stereo not drawn)	-16	0	4.1	10	-5	-9	86	-31	0.0
8	CCN(CC)S(=O)(=O)c1ccc(NC(=O)CN(c2cccc(C)c2)S(C)(=O)=O)cc1	9	0	0.5	4	-3	5	94	6	0.1
9	COc1ccc2c(c1)c(C(=O)CN1CCC(C(N)=O)CC1)c(C)n2C	-2	1	1.2	-2	6	5	88	-1	-0.3
10	COc1ccccc1N1CCN(C(=O)/C=C/c2ccc(C)cc2)CC1	5	-3	2.8	11	-1	6	110	4	0.0
11	COc1ccc(OC)c(CNC(=O)CCS(=O)(=O)c2ccc3c(c2)oc(=O)n3C)c1	-8	3	0.2	-12	-8	-3	92	-2	0.4
12	CCCCCc1nnc(NC(=O)NS(=O)(=O)c2ccc(C)cc2)s1	-4	1	-1.3	-2	0	0	101	-1	-0.1
13	CC(C)(C)C(=O)/C=C1\NC(=O)CS1	-3	-3	0.1	-3	-2	3	113	-3	0.1
14	NS(=O)(=O)c1cccc(C(=O)NC2CCSc3ccccc32)c1 (stereo not drawn)	6	-3	-1.8	-31	2	13	106	2	0.2
15	CCC(=O)Nc1ccc(-c2ccc(N3CCN(C)CC3)nn2)cc1	2	-1	-1.1	5	6	2	91	7	-0.2
16	Cc1cc(N=Cc2cc(Br)ccc2O)no1	-5	0	1.7	6	-4	-7	96	-2	-0.6
17	O=C(O)Cn1nnn(-c2ccccc2)c1=S	7	1	1.1	-2	-6	2	113	2	0.0
18	Cc1ccc(S(=O)(=O)N2CCC(N3CCC(C)CC3)CC2)cc1	-3	0	-0.7	13	10	0	95	3	0.0
19	O=C(NCCCN1CCCC1)c1ccc2c(c1)N(Cc1ccccc1)CCS2	9	1	2.3	-9	1	-4	92	6	0.1
20	O=C(NCc1ccc2c(c1)OCO2)C1CCCN(C(=O)c2ccc(Cl)cc2)C1 (stereo not drawn)	4	-2	-1.8	1	-4	4	99	6	0.1
21	CCOC(=O)CNC(=O)N1CCCC(CNS(=O)(=O)c2cccs2)C1 (stereo not drawn)	-1	4	0.9	4	-4	1	97	-1	0.0
22	CCN1C(=O)/C(=C\c2nc3ccccc3c(=O)n2-c2ccccc2)c2ccccc21	-3	2	-1.2	13	5	0	122	0	0.0
23	CCC(CC)NC(=O)CSc1ccc(S(=O)(=O)N2CCOCC2)cn1	-2	x	x	3	x	-1	149	-1	0.2
24	COc1ccccc1CNC(=O)CCNS(=O)(=O)c1cccc2nsnc12	-1	-7	0.8	-3	-4	-4	102	2	0.0

# One compound at a time, as listed above. Order of screens: MCL1-BIM inh	Fam108B counter	MEX-5 binding	ZTA counter	EBNA-1 inh	GLD-1 RNA inh	CR mimetic SO	BCLXL inh	Efflux pump mplx
# Listed for O=C(NCc1ccc2c(c1)OCO2)C1CCCN(C(=O)c2ccc(Cl)cc2)C1 (stereo not drawn) = 4	-2	-1.8	1	-4	4	99	6	0.1
# Listed for CCC(CC)NC(=O)CSc1ccc(S(=O)(=O)N2CCOCC2)cn1 = -2	x	x	3	x	-1	149	-1	0.2

# The list goes on:
nr	compound	MCL1-BIM inh	Fam108B counter	MEX-5 binding	ZTA counter	EBNA-1 inh	GLD-1 RNA inh	CR mimetic SO	BCLXL inh	Efflux pump mplx
25	COC(=O)c1ccc(S(=O)(=O)N2CCC(O)CC2)n1C	1	-7	-1.3	-6	1	2	98	5	0.0
26	Cc1ccccc1NC(=O)Cn1nnc(-c2ccc(N3CCOCC3)cc2)n1	1	-2	0.7	3	10	-1	99	0	0.0
27	COc1ccc(NC(=O)c2cc(-c3ccccc3Cl)on2)cc1	-14	-4	-3.7	-1	-17	-2	99	-4	0.8
28	CC(C)c1ccc(CCNC(=O)CCNC(=O)c2ccc(Br)cc2)cc1	-14	-3	1.8	12	3	0	112	-9	0.3
29	Cc1cc(C)c(C(=O)CSC2=NC(N)=C(C#N)C3(CCCCC3)C2C(N)=O)cc1C (stereo not drawn)	-6	-2	-4.1	-4	-10	8	127	-1	1.3*
30	CCC(=O)Nc1ccc(NC(=S)NC(=O)c2cc3ccccc3o2)cc1	12	-1	-2.1	10	5	-1	111	11	-0.1
31	COc1cc(-c2nnc(NC(=O)C3=COCCO3)o2)cc(OC)c1OC	7	6	-0.2	-11	-2	-2	106	2	0.0
32	CSc1nnc([C@H](C)NC(=O)OC(C)(C)C)o1	2	-4	0.4	0	-3	0	79	-3	-0.2
33	Cc1c(NC(=O)CN2CCCc3ccccc32)c(=O)n(-c2ccccc2)n1C	4	0	0.4	-10	4	0	93	6	0.0
34	COc1ccc(-n2c(SCC(=O)N3CCCCC3)nc(O)cc2=O)cc1	8	0	0.5	1	3	3	79	5	0.3
35	COc1ccc(Cc2nc3c4c(ncn3n2)Oc2ccc3ccccc3c2C4c2ccc(OC)c(OC)c2)cc1 (stereo not drawn)	-3	4	-0.5	-12	9	5	104	-1	-2.5
36	Cc1ccccc1C(=O)Nc1nc2n(n1)C(c1ccccc1)CC(=O)N2 (stereo not drawn)	-5	3	3.6	8	-2	-1	100	2	0.0
37	CCN(CC)CCCN(C(=O)Cn1nnc(-c2ccc(OC)c(OC)c2)n1)C(C(=O)NC(C)(C)C)c1ccc(F)cc1 (stereo not drawn)	-6	-4	-0.9	-3	-6	-5	95	4	0.1
38	Cc1c(CCC(=O)NC2CC2)c(=O)oc2c(C)c(O)ccc12	7	0	-9.7	4	2	1	103	8	-0.1
39	O=C(CSc1nc2ccccc2o1)Nc1nncs1	-1	1	-0.1	-7	-17	9	119	-5	0.2
40	[N-]=[N+]=N[C@@H](CCN1CC[C@H](NC(=O)OCc2ccccc2)CCC1=O)c1ccccc1	7	4	-0.9	1	-5	3	108	4	0.1
41	O=S(=O)(NCCSc1ccccc1)c1cccs1	2	2	0.7	8	10	1	91	-1	0.1
42	O=C(O)CCC(=O)Nc1cc(C(F)(F)F)cc(C(F)(F)F)c1	1	1	-2.0	-7	2	2	107	2	0.2
43	CC(C)CC(C(=O)NC1CCCC1)N(Cc1ccc2c(c1)OCO2)C(=O)c1snc(C(N)=O)c1N (stereo not drawn)	5	4	0.4	-9	-4	1	91	2	0.2
44	COc1ccccc1CC(=O)Nc1ccc2[nH]ncc2c1	4	2	-1.6	-5	-5	-5	103	-1	0.2
45	O=C(O/N=C(/c1ccccc1)c1ccncc1)c1cccc(F)c1	-9	2	0.8	11	-2	1	109	-1	0.1
46	C=CCn1c(SCC(=O)Nc2ccc(O)cc2)nc2sc(CC)cc2c1=O	0	-1	-2.6	-3	1	-5	107	4	0.2
47	CCN(C(=O)COC(=O)/C=C/c1ccccc1)C1CCCCC1	-2	7	-0.7	4	3	0	102	-4	0.0
48	CCOC(=O)c1cnn(-c2ncnc3c2oc2ccccc23)c1N	-1	-3	-2.3	16	0	-1	99	-1	-0.1
49	COc1cc(-c2nc3c(c(C)nn3-c3ccccc3)c3cc(OC)c(OC)cc23)ccc1O	-4	-8	0.3	18	2	2	97	3	0.1
50	c1ccc(Oc2cccc(OCCCn3cncn3)c2)cc1	3	1	1.0	10	9	6	109	3	0.2
51	COC(=O)Cn1c(=O)c2c(nc3n2CC(C)CN3c2ccc(C)c(C)c2)n(C)c1=O (stereo not drawn)	-2	5	-0.4	4	-1	1	88	2	-0.2
52	C/C(=C\c1cccc(Cl)c1)C(=O)c1c(C)cc(C)[nH]c1=O	7	0	0.4	-1	7	0	109	-2	-0.1
53	CC(NC(=O)[C@H](NC(=O)[C@@H]1Cc2ccccc2CN1)c1ccccc1)c1ccccc1 (stereo partly drawn)	22	0	2.0	2	1	-9	80	3	-0.3
54	Cc1c(Cl)cccc1NC(=S)NCCc1ccccn1	5	5	1.5	-13	8	1	104	5	0.1
55	Cc1ccc(CNC(=O)NC23CC4CC(CC(C4)C2)C3)cc1	2	0	-0.9	4	0	8	95	6	-0.1
56	O=C(NNC(=O)c1cc(Br)ccc1O)c1csc(N2CCOCC2)n1	34	x	x	17	x	6	106	5	-0.1
57	CCN(C(=O)CCCC(=O)N(CC)c1ccccc1)c1ccccc1	1	4	-1.3	-9	7	1	95	2	-0.1
58	COc1ccccc1NC(=O)CN(c1ccccc1F)S(C)(=O)=O	5	10	-0.7	7	2	2	99	2	0.0
59	CN(CC(=O)N1CCN(Cc2ccccc2)CC1)C(=O)Cc1cccc2ccccc12	8	x	x	-2	x	0	105	1	0.3
60	COc1ccc(NC(=O)C(C)SCc2ccccc2)cc1OC (stereo not drawn)	6	6	0.3	-7	-15	4	94	0	0.0
61	O=C(O)c1ccc(S(=O)(=O)N(Cc2ccccc2)Cc2ccccc2)cc1	-1	-2	-0.5	14	8	3	95	2	0.0
62	CCOC(=O)c1oc2ccccc2c1COC(=O)CNC(=O)c1ccccc1	-8	-1	1.4	14	-5	4	98	-2	0.0
63	COc1ccc(-n2c(=S)[nH]c3cc(C(=O)NCc4ccccc4OC)ccc3c2=O)c(OC)c1	4	0	0.8	0	-12	-2	113	6	-0.2
64	Cc1ccccc1NC(=O)c1cccc(C(=O)Nc2ccccc2C)c1	2	2	0.2	-2	1	3	88	2	-0.1
65	Cc1cccn2c(=O)c3cc(S(=O)(=O)c4ccccc4)c(=N)n(Cc4cccnc4)c3nc12	-2	8	-31*	-26	-10	-1	108	1	0.2
66	COc1cc(C2C3=C(CC(C)(C)CC3=O)N(C)C3=C2C(=O)CC(C)(C)C3)cc(Br)c1O	26	7	2.2	-3	9	6	99	19	0.0
67	COc1ccc2ccccc2c1C(O)c1nccn1C (stereo not drawn)	+	26*	-4.0	-4	2	145*	97	173*	-0.1
68	COc1cccc(NC(=O)c2ccc(NC(=O)C(C)C)cc2)c1	-1	2	1.2	22	5	-3	101	6	-0.1
69	Cc1cc(Cl)ccc1OCC(=O)OCC(=O)NC1CCCC1	2	x	x	-9	x	3	86	2	0.0
70	CN(C)c1nc(-c2cn(CCC#N)c3ccccc23)cs1	69*	3	-4.6	13	-2	34*	100	65*	-0.1
71	Cc1ccc(N2CCN(C(=O)c3ccccc3NC(=O)/C=C\C(=O)O)CC2)cc1	7	-4	1.5	12	12	5	100	16	0.1
72	CCC(C)Nc1nc2c(C)cccn2c(=O)c1C=Nc1ccc(OC)cc1 (stereo not drawn)	-2	-2	-1.1	0	-3	2	91	6	0.0
73	O=C(Cn1cc(Cl)c([N+](=O)[O-])n1)NCCC1=CCCCC1	-2	7	3.0	-6	4	-2	113	3	-0.4
